Pf growth 48h: inhibits P. falciparum growth in the first generation, 48 h | P. falciparum luciferase growth in erythrocytes, 48 h | Potency, µM (top dose mostly 28.7 µM), for the others: at the highest dose activity change, negative = inhibition, most hits filed as inhibitors | 310,000 tested, 5.9% active; further: potency means the concentration at half of the fitted maximal effect; on the % scale 0 is the no-effect control and ±100 the full control effect
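Here the parasites carry a stable luciferase gene and grow inside erythrocytes in Albumax-based RPMI medium with compound for one erythrocytic cycle. Activity is scored as loss of luminescent signal.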
Pf growth 96h: inhibits malaria parasite growth, 96 h; P. falciparum luciferase reporter growth, 96 h; Potency, µM (top dose mostly 28.7 µM), without a hit: at the top dose activity change, negative = inhibition, actives largely listed as inhibitors; AID 504834; 320,000 tested, 6.9% active; further: potency means the concentration at half of the fitted maximal effect; on the % scale 0 is the no-effect control and ±100 the full control effect
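Erythrocytes infected with luciferase-expressing P. falciparum were dispensed at 2% hematocrit and 0.05% parasitemia (final), then incubated with compounds 96 hours at 37 C in 5% CO2. Luminescence after detection reagent addition reported growth.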
Shiga toxin inh: blocks Shiga toxin action in Vero cells | Vero cells, Shiga toxin protein synthesis inhibition reporter | inhibition, % at 38.7 µM | 290,000 tested, 9.2% active; in the data active means inhibition mostly above about 28%, no sharp cut-off; inactive means mostly below about 43%; further: 0% is about no effect
CHX counter: counter-screen for Shiga toxin inhibitors: cycloheximide protein synthesis inhibition; cell reporter, cycloheximide protein synthesis inhibition counterscreen; max response, %; 300,000 tested, 12% active; in the data active means max response mostly above about 13%, no sharp cut-off; inactive means mostly below about 14%; further: read at 38.3 µM for the half of the compounds with a filed dose; 0% is about no effect
FBPA Giardia inh: blocks Giardia fructose-bisphosphate aldolase activity. AID 2451. Potency, µM (series often up to 59.6 µM), for inactives: at the highest dose activity, negative = inhibition, hits mostly inhibitors. 290,000 tested, 0.71% active. purified Giardia FBPA. A8B2U2; further: potency means the concentration at half of the fitted maximal effect; on the % scale 0 is the no-effect control and ±100 the full control effect; nearly all actives have a fitted effect of over 55% in size
Target sequence (A8B2U2 whole entry, looked up): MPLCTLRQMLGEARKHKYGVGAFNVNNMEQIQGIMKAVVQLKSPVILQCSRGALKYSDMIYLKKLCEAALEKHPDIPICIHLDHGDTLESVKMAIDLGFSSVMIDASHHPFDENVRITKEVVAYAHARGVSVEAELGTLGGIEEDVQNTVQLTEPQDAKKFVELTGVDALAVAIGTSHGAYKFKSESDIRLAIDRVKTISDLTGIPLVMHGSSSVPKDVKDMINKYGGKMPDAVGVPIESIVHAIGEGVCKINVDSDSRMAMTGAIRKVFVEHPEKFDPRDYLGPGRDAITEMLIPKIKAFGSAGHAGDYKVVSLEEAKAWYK
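40 nM FBPA preincubated 10 min at RT with compound (up to 57.5 uM final), then substrate plus GAPDH/TPI/NAD/arsenate coupling and diaphorase/resazurin added. Fluorescence read after 20 min at RT, 525/598 nm.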
Sm TGR block: S. mansoni TGR enzyme inhibition. Q962Y6. purified TGR, DTNB reduction, TNB absorbance 405 nm. Potency, µM (highest dose often 114 µM), without a hit: top-dose activity change, negative = inhibition, hits mostly inhibitors. 360,000 tested, 3% active; further: potency means the concentration at half of the fitted maximal effect; on the % scale 0 is the no-effect control and ±100 the full control effect; nearly all actives have a fitted effect of over 60% in size
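First, TGR (20 nM dispensed) and NADPH were mixed with compound. Second, a 15 min room-temperature incubation followed. Third, further NADPH and then DTNB were added to start the reaction. Finally, TNB absorbance was monitored kinetically.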
* hit, by the source's call; i = inactive; ? = inconclusive; . = not tested or not shown; [ ] = remark or other dose. Unless noted, the call rests on the fitted dose curve; in most records, active means well fitted curve in the direction sought with a large enough effect; inconclusive means small, poorly fitted or top-dose-only effect, or another doubt; inactive means no such curve, though single readings can be large; an effect the other way counts as inactive or inconclusive.

molecule | Pf growth 48h | Pf growth 96h | Shiga toxin inh | CHX counter | FBPA Giardia inh | Sm TGR block
COC(=O)C1=C(c2c(C)noc2C)C[C@@H]2CC[C@H]1N2C(=O)NCc1ccc(C(F)(F)F)cc1 | ? | -26% | . | . | . | 1%
Cc1cccc2sc(NS(C)(=O)=O)nc12 | 38%[activator] | 12% | -3 | 1 | 4% | .
CC(C)c1ccc(CNc2nc3nc4c(c(=O)n3[nH]2)CCC4)cc1 | -15% | ? | 25 | -1 | -3% | -28%
CC(=O)Nc1ccc(S(=O)(=O)Nc2ccccc2C(=O)N2CCCCC2)cc1 | -25% | 0% | -17 | -6 | -3% | -1%
O=c1[nH]c(=S)n(Cc2ccc(F)cc2)c(O)c1C=NCc1ccc2c(c1)OCO2 | 13% | 5% | -5 | 1 | 1% | 10%
CC(=O)Nc1cc(NC(=O)C2C3C=CC(C3)C2C(=O)O)ccc1Cl (stereo not drawn) | -5% | -2% | 12 | -1 | -4% | -22%
CC(/C=N\Nc1nnc2c(n1)[nH]c1c(C)cccc12)=C\c1ccco1 | ? | 26% | 44 | 1 | -12% | 2%
C/C(=N\Nc1ccc(Cl)c(C(=O)O)c1)c1ccccn1 | 56%[activator] | 61%[activator] | 138* | 94* | ? | -1%
CC(SCc1ccccc1)C(=O)Nc1ccccc1Br (stereo not drawn) | -4% | 0% | . | 42* | -6% | 4%
CCOC(=O)N1CCc2c(sc(NC(=O)CN3CCOCC3)c2C(=O)Nc2ccccc2)C1 | ? | 73%[activator] | -5 | -4 | -4% | -24%
CC1CC(C(F)(F)C(F)(F)F)n2nc(C(=O)O)cc2N1 (stereo not drawn) | 7% | ? | -14 | -1 | -24% | 0%
Cc1ccc(NC(=O)c2ccc3ccccc3n2)nc1 | 212%[activator] | 23% | 115* | 38* | -15% | 10%
COc1cc(C(=O)OCC(=O)NC2CCS(=O)(=O)C2)c([N+](=O)[O-])cc1OC (stereo not drawn) | 23% | 9% | 19 | 27 | 0% | 0%
Cc1nonc1NC(=O)OC1CCCCC1 | ? | 1µM* | 8 | -6 | 2% | 7%
CC1CC(C)CN(S(=O)(=O)c2ccc(NN)nc2)C1 (stereo not drawn) | -88% | ? | 10 | -1 | -20% | 15%
C/C(=N\Nc1ccccc1C)c1cccnc1 | 4% | 9% | 7 | -3 | -6% | 35µM*
Cc1ccc(CNc2ccc(Cl)cc2[N+](=O)[O-])cc1 | 30%[activator] | -17% | 72* | 48* | 8% | 13%
CCOc1cc(N2CCOCC2)c(OCC)cc1NC(=O)COC(=O)c1cc(C)cc(C)c1 | -11% | ? | -10 | -5 | -16% | 1%
Cc1ccc(-c2nnc(N3CCN(C(=O)CN4CCOCC4)CC3)c3ccccc23)cc1 | ? | 22% | -4 | -4 | 6% | -23%
O=C(N/N=C/c1ccc(O)cc1)c1cc[n+](Cc2ccccc2)cc1 | 11% | ? | -11 | -3 | 7% | -3%
COc1ccc(-n2c(Cc3cc(=O)[nH]c(=O)[nH]3)nnc2SCC(=O)Nc2ccccc2)cc1 | . | -2% | -6 | -3 | -4% | 1%
Cc1oc(C(C)(C)C)cc1C(=O)N1CCN(c2ncccc2C(F)(F)F)CC1 | ? | ? | -5 | 0 | 1% | -11%
CC(OC(=O)Cn1[nH]c(=O)c2ccccc2c1=O)C(=O)c1ccccc1 (stereo not drawn) | -1% | -8% | 1 | 6 | -11% | -12%
CCCC[C@]12Cc3cc(OC)c(OC)cc3C(O1)C1=C(CC3(CCCCC3)OC1=O)O2 | ? | ? | i | -2 | ? | 11µM*
CCCCNCCOCCOc1ccc(Cl)cc1Br | ? | 0% | 2 | -5 | -25% | -8%
CCOc1ccc(NC(=O)CN(C)C(=O)c2cc(S(=O)(=O)N(C)C)ccc2N2CCCC2)cc1OCC | 10µM* | -19% | . | . | . | -15%
COCc1cc(=O)[nH]c(SCC(=O)Nc2ccccc2)n1 | 16% | . | -11 | 0 | -8% | -1%
CCCOc1c(Br)cc(C(=O)OCC(=O)NC2CC2)cc1OC | -5% | -1% | . | . | . | -3%
COc1ccc(C2C(=O)N(C3CCCCC3)CC(=O)N2Cc2ccco2)cc1 (stereo not drawn) | -9% | 1% | 7 | 1 | 4% | 32µM*
CCN1CCN(CCNC(=O)c2ccc(CS(=O)(=O)c3ccccc3C)o2)CC1 | 25% | 0% | -1 | -1 | -4% | 9%
COc1ccc(Br)cc1C(C[N+](=O)[O-])c1c(N)n(C)c(=O)n(C)c1=O (stereo not drawn) | 3.7µM* | ? | -13 | -5 | -3% | -20%
Cc1onc(-c2c(Cl)cccc2Cl)c1C(=O)N=C(N)N1CC(C)OC(C)C1 (stereo not drawn) | 3.3µM* | 12µM* | -3 | -2 | 0% | 6%
CCc1nnc(NC(=O)C2CCCN(c3nc(C)cc(C)n3)C2)s1 (stereo not drawn) | 20% | 4.7µM* | -23 | -5 | 3% | 4%
O=C(Nc1cccc(C(=O)Nc2cccc(Br)c2)c1)c1ccccc1 | ? | ? | 20 | 12 | -1% | 12%
Cc1ccc(C(=O)Nc2ccncc2)o1 | 6% | . | -1 | -2 | -2% | 0%
COc1ccccc1NC(=O)C1C2C=CC(C2)C1C(=O)NCc1cccnc1 (stereo not drawn) | 2% | ? | -10 | 1 | -1% | -20%
COc1cc(C(=O)N/C(=C\c2cn(C)c3ccccc23)C(=O)NCCCn2ccnc2)cc(OC)c1OC | -16% | ? | 3 | -3 | -10% | -10%
C/C(CC(=O)Nc1ccc(C)c(Cl)c1)=N\NC(=O)Cc1cnc(N)s1 | 10% | 46%[activator] | 39 | 7 | 2% | .
Cc1csc(NC(=O)C2CC(=O)N(c3ccc(C)c(C)c3)C2)n1 (stereo not drawn) | 11% | 0% | 3 | 1 | -11% | 3%
Cc1ccc(CNC(=S)N2CCOCC2)cc1 | -2%[5.75 µM] | 20% | 2 | -6 | 4% | 2%
Cc1csc(CNc2ncnc3ccc(-c4ccc5c(c4)OCO5)cc23)c1 | 10µM* | 3.3µM* | . | . | . | -2%
CC(=O)NC(Cc1ccc(C)cc1)C(=O)NC1CCN(C(=O)c2cnccn2)CC1 (stereo not drawn) | 2% | -10% | -11 | -4 | 3% | -7%
CC(O)(C#CCN1CCCCC1)c1ccccc1 (stereo not drawn) | -11% | 57%[activator] | 12 | -1 | 7% | -28%
Fc1ccccc1CCNCc1cccc(Cl)c1Cl | 43%[activator] | 127%[activator] | 27 | 18* | -6% | -26%
CCC(Sc1nc2cc(OC)c(OC)cc2c(=O)n1CCc1ccc(OC)c(OC)c1)C(=O)NCCOC (stereo not drawn) | ? | 0% | -5 | 13 | 1% | -2%
O=C(C1CCCC1)N1CCN(S(=O)(=O)c2cccc(Cl)c2Cl)CC1 | 9% | 21% | -4 | -4 | 5% | -10%
O=C(COC(=O)/C=C/c1cc(Br)ccc1F)Nc1ccc2[nH]c(=O)[nH]c2c1 | 11% | 7% | . | . | . | -9%
Cc1ccc(C(=O)N2CCN(C(=O)C3CCCO3)CC2)cc1 (stereo not drawn) | 3% | 2% | . | . | . | 0%
Cc1ccc2[nH]c3nc(N/N=C/c4cccc(O)c4)nnc3c2c1 | 111%[activator] | ? | -2 | -2 | 2% | -21%
COc1ccc(S(=O)(=O)N(CCC(=O)O)Cc2ccccc2)cc1 | -4% | 2% | 4 | -2 | 17% | -1%
O=C(Nc1cccc(Cl)c1)C1CCCCC1 | 16% | 16% | . | . | . | 2%
Cc1nc2ccccc2nc(C)c1=NOCc1cccc(F)c1 | -2% | -15% | -12 | -6 | -5% | -3%
CCOc1cccc2cc(C(N)=O)c(=N)oc12 | 18% | 2% | 2 | -1 | -11% | -13%
CCOC(=O)c1c(NC(=O)CN2C(=O)C(=O)N(C(C)C)C2=O)sc(C)c1CC | ? | -9% | . | . | . | -3%
CCOc1ccc(CNC(=O)CCCN2C(=O)C(c3ccccc3)Oc3cccnc32)cc1 (stereo not drawn) | -17% | 0% | 4 | -5 | -1% | 5%
O=C(CCCCCN1C(=O)c2ccccc2C1=O)NCCc1nc2ccccc2[nH]1 | . | ? | 11 | 1 | -11% | 4%
COC/C=C/C1=CC2=CC(=O)C(C)(OC(=O)c3cnc4ccccc4n3)C(=O)C2=CN1CCN1CCOCC1 (stereo not drawn) | ? | 9.3µM* | -3 | -2 | 16µM* | 14µM*
CCn1cc(S(=O)(=O)c2ccc(Cl)cc2)c(=O)c2cc(OC)ccc21 | -17% | 37%[activator] | -2 | -3 | . | 2%
COc1ccccc1C(=O)NC(=S)NC12CC3CC(CC(C3)C1)C2 | 11% | 53%[activator] | -22 | 13 | . | 2%
COc1cc(C)c(Cl)cc1S(=O)(=O)NCCCN1CCOCC1 | . | 8% | -17 | -3 | 4% | 9%

Single records (already shown). Values in the order: Pf growth 48h	Pf growth 96h	Shiga toxin inh	CHX counter	FBPA Giardia inh	Sm TGR block
Listed for O=C(C1CCCC1)N1CCN(S(=O)(=O)c2cccc(Cl)c2Cl)CC1 → 9%	21%	-4	-4	5%	-10%
Listed for CCC(Sc1nc2cc(OC)c(OC)cc2c(=O)n1CCc1ccc(OC)c(OC)c1)C(=O)NCCOC (stereo not drawn) → ?	0%	-5	13	1%	-2%
Listed for Cc1ccc(C(=O)N2CCN(C(=O)C3CCCO3)CC2)cc1 (stereo not drawn) → 3%	2%	.	.	.	0%
Listed for CCOc1ccc(CNC(=O)CCCN2C(=O)C(c3ccccc3)Oc3cccnc32)cc1 (stereo not drawn) → -17%	0%	4	-5	-1%	5%
Listed for O=C(CCCCCN1C(=O)c2ccccc2C1=O)NCCc1nc2ccccc2[nH]1 → .	?	11	1	-11%	4%

(continued)
molecule | Pf growth 48h | Pf growth 96h | Shiga toxin inh | CHX counter | FBPA Giardia inh | Sm TGR block
Cc1ccsc1C1C(C#N)=C(N)Oc2n[nH]c(C)c21 (stereo not drawn) | 15% | 2% | -12 | -3 | -13% | 2%
CCOC(=O)c1cc(=O)n2nc(-c3ccccc3F)nc2s1 | 15% | . | -8 | 6 | 2% | 10µM*
CCC(CC)N=C1NS(=O)(=O)c2cc([N+](=O)[O-])ccc21 | ? | ? | 4 | 0 | -13% | .
Cc1cc(Br)c(OCc2ccc(C(=O)N/N=C3\CC4CC=CC34)cc2)c(Br)c1 (stereo not drawn) | 10µM* | ? | -9 | 0 | 0% | -10%
NC(=O)COC(=O)c1ccccc1Oc1ccccc1 | 6% | 16% | -2 | 5 | -1% | 3%
Cc1ccsc1C(=O)OCC(=O)N(C)c1c(N)n(Cc2ccccc2)c(=O)[nH]c1=O | 9% | -8% | . | . | . | -3%
C=CCCC(=O)N1CCC(CCC(=O)NC2CC2)CC1 | 32%[activator] | 5% | 11 | 15 | 9% | 1%
COc1cccc(CN(CC(=O)NC2CCCCC2)C(=O)c2csnn2)c1 | 7% | -7% | -3 | -1 | 6% | -11%

An excerpt from above, showing only Sm TGR block, Pf growth 48h and Pf growth 96h:
SMILES	Sm TGR block	Pf growth 48h	Pf growth 96h
Cc1cc(Br)c(OCc2ccc(C(=O)N/N=C3\CC4CC=CC34)cc2)c(Br)c1 (stereo not drawn)	-10%	10µM*	?
C=CCCC(=O)N1CCC(CCC(=O)NC2CC2)CC1	1%	32%[activator]	5%
CCOC(=O)c1cc(=O)n2nc(-c3ccccc3F)nc2s1	10µM*	15%	.
Cc1ccsc1C(=O)OCC(=O)N(C)c1c(N)n(Cc2ccccc2)c(=O)[nH]c1=O	-3%	9%	-8%
